RBX1-CUL1 inh: inhibitors of human ROC1-CUL1 ubiquitin ligase activity; E3 ubiquitin-protein ligase RBX1 (Homo sapiens) + Cullin-1 (Homo sapiens), P62877+Q13616; in vitro K48 di-Ub FRET, acceptor:donor ratio, 45 min; inhibition, % at 10 µM; 140,000 compounds, 0.6% hits; AID 1347404, 2020; in the data active means inhibition above about 25%
Target sequence (P62877 whole entry, looked up): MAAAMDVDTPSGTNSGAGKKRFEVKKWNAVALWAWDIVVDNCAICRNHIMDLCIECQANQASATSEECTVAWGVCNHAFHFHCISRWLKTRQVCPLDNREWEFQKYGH
Target sequence (Q13616 whole entry, looked up): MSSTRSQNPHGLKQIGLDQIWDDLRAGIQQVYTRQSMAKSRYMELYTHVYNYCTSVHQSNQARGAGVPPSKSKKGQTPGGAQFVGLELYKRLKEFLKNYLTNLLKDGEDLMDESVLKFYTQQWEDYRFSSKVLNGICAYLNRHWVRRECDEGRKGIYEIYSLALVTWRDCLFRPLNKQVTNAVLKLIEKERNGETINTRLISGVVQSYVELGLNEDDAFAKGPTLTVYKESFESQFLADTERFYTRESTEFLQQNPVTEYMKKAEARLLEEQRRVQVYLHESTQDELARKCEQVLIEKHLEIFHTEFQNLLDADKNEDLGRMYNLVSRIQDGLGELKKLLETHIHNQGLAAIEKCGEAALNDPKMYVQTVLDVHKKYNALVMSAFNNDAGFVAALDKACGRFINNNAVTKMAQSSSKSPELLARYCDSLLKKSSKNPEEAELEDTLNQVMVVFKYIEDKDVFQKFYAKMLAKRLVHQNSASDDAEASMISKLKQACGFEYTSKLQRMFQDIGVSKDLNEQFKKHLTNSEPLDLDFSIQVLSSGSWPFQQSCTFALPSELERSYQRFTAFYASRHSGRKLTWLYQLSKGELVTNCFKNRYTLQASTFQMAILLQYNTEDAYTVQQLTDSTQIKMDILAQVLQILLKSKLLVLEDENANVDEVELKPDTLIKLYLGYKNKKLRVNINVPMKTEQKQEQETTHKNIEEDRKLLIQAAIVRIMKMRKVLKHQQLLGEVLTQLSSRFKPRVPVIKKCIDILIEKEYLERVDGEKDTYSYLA
The depositor's hits bear a star.

SMILES	RBX1-CUL1 inh
Cc1cccc(NCc2nnc3n2CCCCC3)c1C	-1.1
O=C(O)/C=C/C(=O)Nc1ccc(C2=NNC(=O)CC2)cc1	6.6
CC1=CC=CN2C(=O)C(C(=O)NCCc3ccc(S(N)(=O)=O)cc3)C(=O)N=C12 (stereo not given)	-1.5
CC1CCc2nc3ccc(S(=O)(=O)N4CCC(C(=O)NCc5ccccc5Cl)CC4)cc3c(C(=O)O)c2C1 (stereo not given)	-5.0
COC(=O)CC1Sc2ccc(OC)cc2NC1=O (stereo not given)	2.9
C=C(C)Cn1c(SCC(=O)OC)nc2sc3c(c2c1=O)CC(C)(C)OC3	3.1
COc1cccc(/C=N/NC(=O)c2cccc([N+](=O)[O-])c2)c1OS(=O)(=O)c1ccccc1	-3.3
CC(C)CNS(=O)(=O)c1ccc(OC(F)(F)F)cc1	-3.4
OC1C(COc2cccc3ccccc23)OCOC(COc2cccc3ccccc23)C1O (stereo not given)	3.6
COc1cccc(C(=O)Oc2ccc(C(=O)COC(=O)c3ccncc3)cc2)c1	3.4
O=C1c2ccccc2CC2c3[nH]c4ccccc4c3CCN12 (stereo not given)	-2.1
CCOCCCNS(=O)(=O)c1ccc(NC(C)=O)cc1	10.4
O=C(c1cccc2ccccc12)C1CCCN(C(=O)c2ccc[n+]([O-])c2)C1 (stereo not given)	3.9
Cc1occc1C(=O)NC1CC(C)(C)Cc2nc(N3CCC(O)CC3)ncc21 (stereo not given)	-1.8
COc1ccc(CCNc2ncnc3sc(C(=O)N(C)CCc4ccccn4)c(C)c23)cc1OC	-3.5
CCCCC(=O)NC(=S)Nc1ccc(O)c(-c2nc3ccccc3s2)c1	1.3
S=c1[nH]nc(COc2ccc3ccccc3c2)n1-c1ccccc1	2.4
CCCc1ccc(OCc2ccc(C(=O)NNC(=O)Nc3cccc4ccccc34)o2)cc1	-5.6
CCOc1ccc(NC(=S)NS(=O)(=O)c2cc(Br)ccc2OCC)cc1	-0.6
O=C1C(=Cc2ccc(Br)s2)C(=O)c2ccccc21	1.2
C/C(=N\NC(=O)CN(c1cc(C(F)(F)F)ccc1Cl)S(C)(=O)=O)c1ccc(F)cc1	10.2
COc1ccc(CN2CCCC(C(=O)Nc3ccc(OC)c(OCC(C)C)c3)C2)cc1OC (stereo not given)	-4.4
Cc1cc(C)cc(NC(=O)C2CCCN(c3nnc(-n4c(C)ccc4C)s3)C2)c1 (stereo not given)	1.1
Cc1ccc(C2C(C)C(N3CCC(C(=O)Nc4ccc(Cl)cc4)CC3)NS2(=O)=O)cc1C (stereo not given)	-1.4
COC(=O)c1ccc(-n2nnc(-c3nc(-c4ccc5c(c4)OCO5)no3)c2C)cc1	-4.7

5 of the compounds above, bar-delimited:
canonical_smiles | RBX1-CUL1 inh
CC1CCc2nc3ccc(S(=O)(=O)N4CCC(C(=O)NCc5ccccc5Cl)CC4)cc3c(C(=O)O)c2C1 (stereo not given) | -5.0
COC(=O)c1ccc(-n2nnc(-c3nc(-c4ccc5c(c4)OCO5)no3)c2C)cc1 | -4.7
O=C(O)/C=C/C(=O)Nc1ccc(C2=NNC(=O)CC2)cc1 | 6.6
COc1cccc(C(=O)Oc2ccc(C(=O)COC(=O)c3ccncc3)cc2)c1 | 3.4
CCOc1ccc(NC(=S)NS(=O)(=O)c2cc(Br)ccc2OCC)cc1 | -0.6

The listing continues:
SMILES	RBX1-CUL1 inh
COc1ccc(Br)c2c1-c1nc(NC(=O)c3ccccc3SC)sc1C2	-3.5
CC(=O)N(CN1C(=O)c2cc(Cl)c(Cl)cc2C1=O)c1cccc(C)c1	-14.1
Nc1nc2c(ncn2C(=O)c2cccnc2)c(=O)[nH]1	0.6
CC(=O)NCC(=O)NC1CCCc2c1cnn2-c1ccc(C(C)(C)C)cc1 (stereo not given)	-3.6
Cn1c(=O)[nH]c(=O)c2c1nc(CN1CCN(c3ccccc3)CC1)n2Cc1c(F)cccc1Cl	3.1
COCC(=O)Nc1cc(C(=O)N2CCN(c3ccccn3)CC2)c2c(c1)nc(C1CCC1)n2C	3.5
COc1ccc(Br)c(/C=C2\C(=O)Nc3c(Br)cc(Br)cc32)c1	8.5
Cc1ccccc1N1CCN(C(=O)c2cccc(Cl)c2Cl)CC1	6.9
CCC(C)NS(=O)(=O)Cc1ccc(Br)cc1 (stereo not given)	10.8
CCc1cccc(C)c1NS(=O)(=O)c1cc(-c2cc(C)no2)ccc1C	1.0
CCOC(=O)c1cccc(NC(=O)c2cc3sccc3n2Cc2ccc(Cl)cc2)c1	-7.9
C=CCn1c(OCc2ccccc2)n[nH]c1=S	-7.2
CN(C)c1ccc(-c2nc3ccc(Cl)cn3c2Nc2ccc3c(c2)OCCO3)cc1	5.3
COc1ccc(-n2ccnc2SCC(=O)Nc2ccc3c(c2)OCO3)cc1	0.9
COc1ccc(OCC(=O)N(Cc2cccc(OC)c2)C2CCS(=O)(=O)C2)cc1 (stereo not given)	-7.4
COCC(=O)NC1CCN(Cc2ccccc2)CC1	2.0
S=c1[nH]nc(Cn2nnc3ccccc32)n1Cc1ccccc1	1.8
c1ccc(C[n+]2cccc(-c3ccccc3)c2)cc1	4.2
CCCCCSc1nnc2c(n1)OC(c1cccs1)N(C(C)=O)c1ccccc1-2 (stereo not given)	6.9
CC(C)CCNC(=O)c1cn(C)c2ccc(S(=O)(=O)N3CCOCC3)cc2c1=O	4.4
COC(=O)c1ccc(COc2ccc(F)cc2[N+](=O)[O-])o1	2.6
Cc1ccc(OCC(=O)N2CCN(c3cccc(C)c3C)CC2)cc1C	1.6
CCOc1cc(CNn2c(C)nnc2SCC(=O)NC(C)(C)C)ccc1OCC(=O)NC(C)(C)C	7.4
CCOC(=O)c1c(Nc2ccc(C)cc2)nnc(-c2ccccc2)c1-c1ccccc1	3.3
Cc1c(C(=O)N(C)C2CCS(=O)(=O)C2)nnn1-c1ccccc1 (stereo not given)	-1.0

Reprinted from the part before: 2 entries, then new ones.
SMILES	RBX1-CUL1 inh
CCOC(=O)c1c(Nc2ccc(C)cc2)nnc(-c2ccccc2)c1-c1ccccc1	3.3
Cc1c(C(=O)N(C)C2CCS(=O)(=O)C2)nnn1-c1ccccc1 (stereo not given)	-1.0
O=C(CSc1nnc(-c2ccco2)o1)Nc1sc2c(c1C(=O)Nc1ccccc1)CCCC2	3.2
Cc1ccc(Oc2ncnc3sc(C)c(C)c23)cc1	-1.2
Cc1c(-c2nn3c(-c4ccccc4)nnc3s2)cnn1-c1ccccc1	5.0
O=S(=O)(c1ccccc1)c1nnn2c1nc(Nc1ccccc1)c1cc(Cl)ccc12	-7.0
Cc1ccc(NC(=O)c2cccc(Cl)c2)c([N+](=O)[O-])c1	-12.6
CCOC(=O)c1ccccc1NC(=O)c1cccc(C)c1	12.8
COCCNC(=O)CCC1CCN(Cc2cnc(SC)nc2)CC1	11.6
O=C(NCCc1ccccc1)c1cnc2sc(N3CCCCCC3)nn2c1=O	17.1
Clc1cccnc1N1CCC(C2CCN(Cc3cccnc3)CC2)C1 (stereo not given)	1.3
O=C(Cn1cnc2ccccc2c1=O)NN=Cc1ccc(Br)cc1	1.6
O=C(Nc1cc(Cl)ccc1O)c1cnn2c(C(F)(F)F)cc(-c3ccc(Br)cc3)nc12	2.7
COCC(NC(=O)Nc1n[nH]c(CC(C)C)n1)c1ccnn1C (stereo not given)	1.8
O=S(=O)(c1ccc(-c2csc(=Nc3ccccc3)n2CC2CCCO2)cc1)N1CCCCC1 (stereo not given)	4.5
CC(=O)Nc1ccc(NS(=O)(=O)c2ccc3c(c2)Cc2cc(S(=O)(=O)Nc4ccc(NC(C)=O)cc4)ccc2-3)cc1	3.1
c1ccc(N=C2SC(=NC3CCCCC3)N(C3CCCCC3)C2=Nc2ccccc2)cc1	-13.5
CCOC(=O)c1c(N)sc2c1CCC(C)C2 (stereo not given)	5.3
O=C(CS(=O)(=O)Cc1ccccc1)Nc1nc2ccccc2s1	0.5
CC1=CC(C)(C)Nc2ccc(OCC(=O)N3c4ccccc4Sc4ccccc43)cc21	-5.0
COc1ccc(-c2nc(CN(C)Cc3nnc(C)o3)c(C)o2)c(OC)c1C	3.5
CCOC(=O)C1=C(C)N=C(C)C(C(=O)OCC)C1CCc1c2ccccc2nc2ccccc12 (stereo not given)	1.9
COc1ccc(-c2nnc(N3CCN(C(=S)Nc4ccccc4)CC3)nc2-c2ccc(OC)cc2)cc1	-5.4
CC(C)Cc1ccc(C#N)c(SCC(N)=O)n1	-3.2
Cc1ccc(S(=O)(=O)/C(=C/c2ccccc2)c2ccccc2)cc1	-0.1
CCOc1ccc(NC(=NS(=O)(=O)c2ccccc2)C(F)(F)F)cc1	-8.5
COc1ccc(OC)c(/C=C(\C#N)c2nc(-c3cc4ccccc4oc3=O)cs2)c1	-1.1

(list continues)
SMILES	RBX1-CUL1 inh
CNc1nc(-c2ccccc2)cs1	2.6
Cc1ccc2c(c1)N(CC(=O)N1CCC(C)CC1)C(=O)CO2	-7.1
C=CCN1N=C(C)Cn2c1nc1c2c(=O)n(CC=C)c(=O)n1C	12.2
CCc1cc2c(=O)n(-c3ccccc3)c(SCC(=O)c3ccc(Cl)cc3)nc2s1	2.0
O=C(Nc1ccc(F)cc1F)C1CCCN1S(=O)(=O)c1cccc2nsnc12 (stereo not given)	-3.4
O=C(Nc1ccc(Cl)c(-c2nc3ccccc3s2)c1)c1ccco1	7.0
Cc1cccc(C(=O)NNC(=O)CCCCC(=O)NNC(=O)c2cccc(C)c2)c1	3.9
Cc1nc(-c2ccncc2)ncc1C(C)NC(=O)CCc1ccco1 (stereo not given)	-1.2
CN1C(=O)/C(=C2/Sc3ccc(Cl)cc3N2C)SC1=NC1CCCCC1	3.2
CCN1C(=O)C(C=NN=C2CCCCC2)c2cc(C3=NNC(=O)CC3)ccc21 (stereo not given)	16.0
C#CCOc1c(Cl)cc(C2C3=C(N=C(C)C2C(=O)OCC)c2ccccc2C3=O)cc1OC (stereo not given)	0.3
COc1ccc(/C=N/NC(=O)C(C)Nc2cccc3ccccc23)c(C(=O)O)c1OC (stereo not given)	0.2
O=C1O[C@@H]2CN(c3cnccn3)C[C@@H]2N1C1CCCC1	-6.5
Cc1cnc(C(=O)N2CCCC(c3cc(=O)[nH]c(C)n3)C2)cn1 (stereo not given)	1.2
Cc1ccc(N=CC(C(=O)c2cccs2)C(=O)C(F)(F)F)cc1C (stereo not given)	-0.8
O=C(CSc1oc(-c2ccccc2)nc1S(=O)(=O)c1ccc(Br)cc1)c1ccccc1	-7.2
COc1ccc(/C=C\C(=O)Nc2ccc3oc(-c4ccc(OC)c(Br)c4)nc3c2)cc1	1.2
O=c1[nH]c(=O)c2nc(-c3ccc(Cl)cc3)cnc2[nH]1	7.8
CSc1nnc2c(n1)OC(c1cccc(Oc3ccccc3)c1)N(C(C)=O)c1ccccc1-2 (stereo not given)	-2.1
CC(C)c1ccc(NC(=O)Cc2ccc(NC(=O)N3CCCCc4ccccc43)cc2)cc1	-4.1
COc1cccc(-c2cnc(-c3ccncc3)nc2C2CCN(Cc3ccc(OC)cc3O)CC2)c1	-2.2
CN(Cc1nccs1)CC1(O)CCCN(CC2CCC2)C1=O (stereo not given)	4.3
CCc1ccccc1NC(=O)CSc1nc(-c2cccc(Cl)c2)nc2c1Cc1c(CO)cnc(C)c1O2	-9.7
CC(=O)c1ccc(NS(=O)(=O)c2ccc(-c3cc(C)no3)s2)cc1	-11.2
S=C(Cc1ccc(OCCCCCCOc2ccc(CC(=S)N3CCOCC3)cc2)cc1)N1CCOCC1	-3.6

Remaining list, next part.
SMILES	RBX1-CUL1 inh
CCC(Oc1ccc(F)cc1)C(=O)N1CCOCC1 (stereo not given)	0.6
O=C(Cn1cccc1C(=O)c1ccccc1)NCc1ccc(Cl)cc1	1.7
Cc1cc(C)[n+](C2C3CC4CC(C3)CC2C4)o1 (stereo not given)	0.8
O=C(NCCC1COc2ccccc2O1)c1ccc(N2CCCCO2)nc1 (stereo not given)	-0.1
Cc1cc(C)n2ncc(CN3CCC(n4cc(CO)nn4)CC3)c2n1	2.9
CCN(CC(O)Cn1c2ccc(Br)cc2c2cc(Br)ccc21)S(=O)(=O)c1ccc(C)cc1 (stereo not given)	1.6
CN1CCCC(CN(CCc2ccccc2)C(=O)Cn2cncn2)C1 (stereo not given)	14.5
O=C(NCc1nc(-c2ccncc2)n[nH]1)Nc1nnc(C2CCC2)s1	2.9
Cc1cc(Br)cc(Br)c1OCC(=O)O	0.0
CCOc1cccc(C(=O)Nc2nnc(COc3ccc(Br)cc3)s2)c1	5.8
Cc1cc2c(c(=O)n1Cc1cccnc1)C(c1cccnc1)C(C#N)C(=N)O2 (stereo not given)	10.0
CCOC(=O)C1(CCOC)CCCN(Cc2cc3ccccc3s2)C1 (stereo not given)	-8.4
CC/C(=N\NC(=O)c1cc(C)nc2ccccc12)c1ccc(Cl)s1	-1.1
COc1ccc(C2C(C(=O)Nc3ccccc3)=C(C)N=c3s/c(=C/c4cc(C)n(-c5cccc(C(=O)O)c5)c4C)c(=O)n32)cc1 (stereo not given)	9.8
CC(=O)c1ccc(NC(=O)c2ncn(-c3ccccc3)n2)cc1	-1.6
CCCN(CCC)S(=O)(=O)c1ccc(C(=O)N2CCC(c3ccccc3)CC2)cc1	-3.0
COc1ccc(OC)c(S(=O)(=O)NCCS(=O)(=O)N2CCN(c3ccccc3F)CC2)c1	-0.5
Fc1ccc(C2Nc3ccc(C(F)(F)F)cc3C3C=CCC32)cc1 (stereo not given)	-0.4
CCCCOc1ccc(-c2c(C#N)c(SCC(=O)c3ccc(O)c(O)c3)nc(C)c2C(=O)Nc2ccccc2)cc1	-2.9
COc1ccc(Cn2c(=O)n(-c3ccccc3C)c(=O)c3c4c(sc32)CN(C(C)=O)CC4)cc1	7.1
CC1(C)CC(=O)C2=C(C1)N(c1ccc(Cl)cc1)C(=O)C(c1ccccc1)C2=O (stereo not given)	1.3
O=C(CN1CCN(Cc2ccccc2F)C1=O)NCc1ccccc1	5.4

Three of the entries above in order of their number in RBX1-CUL1 inh, smallest number first:
SMILES	RBX1-CUL1 inh
CC(=O)c1ccc(NC(=O)c2ncn(-c3ccccc3)n2)cc1	-1.6
CCN(CC(O)Cn1c2ccc(Br)cc2c2cc(Br)ccc21)S(=O)(=O)c1ccc(C)cc1 (stereo not given)	1.6
COc1ccc(C2C(C(=O)Nc3ccccc3)=C(C)N=c3s/c(=C/c4cc(C)n(-c5cccc(C(=O)O)c5)c4C)c(=O)n32)cc1 (stereo not given)	9.8

From PubChem

An excerpt; count on the stated rates, not on these rows.
